Assay outcomes from PubChem.
GSTO1 counter: inhibitors of recombinant GSTO1, primary screen, counter-screen for RBBP9 inhibitor project, biochemical, fluorescence polarization; hit rate 1.1% among 300,000; Glutathione S-transferase omega-1 (Homo sapiens), P78417; inhibition, % at 5.96 µM; AID 1974, 2009; activity-based probe fluorescence polarization;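 active = inhibition above the campaign mean inhibition plus 3 SD, cut at about 35% in these data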;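 also: 0% = GSTO1-1 with DMSO and 100% = wells lacking GSTO1-1 enzyme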
LYPLA1 counter: LYPLA1 inhibitors, primary screen, counter-screen for PME1 inhibitor project, biochemical, fluorescence polarization, FP-Rh probe ABPP | Acyl-protein thioesterase 1 (Homo sapiens), O75608 | recombinant LYPLA1 | inhibition, % at 5.9 µM | hit rate 0.16% among 320,000 | AID 2174, 2009;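 active = inhibition above the mean of all tested compounds plus 3 SD, set per campaign, cut at about 14% in these data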;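 also: inhibitors block serine hydrolase probe labeling of LYPLA1 so polarization falls; 0% = enzyme with DMSO and 100% = wells lacking LYPLA1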
PAFAH2 inh: PAFAH2 enzyme inhibitors, primary screen, biochemical, fluorescence polarization, human; recombinant PAFAH2, FP-rhodamine activity probe; inhibition, % at 3.39 µM; hit rate 0.99% among 340,000; AID 492956, 2010;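 active = inhibition above the mean over all tested compounds plus 3 SD, cut at about 30% in these data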;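 also: inhibitors block probe labeling of enzyme so polarization drops; 0% = enzyme with DMSO and 100% = wells lacking PAFAH2 protein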
PAFAH1B3 inh: PAFAH1B3 enzyme inhibitors, primary screen, biochemical, fluorescence polarization, human; Platelet-activating factor acetylhydrolase IB subunit alpha1 (Homo sapiens), Q15102; inhibition, % at 3.39 µM; hit rate 0.28% among 340,000; recombinant PAFAH1B3, FP-rhodamine probe;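 active = inhibition above the screen-wide average of all tested compounds plus 3 SD, cut at about 25% in these data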;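 also: 0% = enzyme with DMSO only and 100% = wells lacking PAFAH1B3 protein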
Target sequence (Q15102 whole entry, looked up): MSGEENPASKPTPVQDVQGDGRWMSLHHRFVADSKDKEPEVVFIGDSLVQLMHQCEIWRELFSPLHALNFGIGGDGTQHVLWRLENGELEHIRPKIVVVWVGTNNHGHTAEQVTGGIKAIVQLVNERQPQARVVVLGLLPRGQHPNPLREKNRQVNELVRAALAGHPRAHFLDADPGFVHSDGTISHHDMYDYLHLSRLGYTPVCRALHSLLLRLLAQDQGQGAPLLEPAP
PREPL inh: PREPL enzyme inhibitors, primary screen, biochemical, fluorescence polarization; Prolyl endopeptidase-like (Homo sapiens), Q4J6C6; recombinant PREPL, fluorescence polarization activity-based probe; inhibition, % at 5.96 µM; hit rate 0.68% among 320,000; in the data active = inhibition above about 43%;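 also: 0% = enzyme with DMSO and 100% = wells lacking enzyme; many of its hits are not listed in these tables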
Target sequence (Q4J6C6 whole entry, looked up): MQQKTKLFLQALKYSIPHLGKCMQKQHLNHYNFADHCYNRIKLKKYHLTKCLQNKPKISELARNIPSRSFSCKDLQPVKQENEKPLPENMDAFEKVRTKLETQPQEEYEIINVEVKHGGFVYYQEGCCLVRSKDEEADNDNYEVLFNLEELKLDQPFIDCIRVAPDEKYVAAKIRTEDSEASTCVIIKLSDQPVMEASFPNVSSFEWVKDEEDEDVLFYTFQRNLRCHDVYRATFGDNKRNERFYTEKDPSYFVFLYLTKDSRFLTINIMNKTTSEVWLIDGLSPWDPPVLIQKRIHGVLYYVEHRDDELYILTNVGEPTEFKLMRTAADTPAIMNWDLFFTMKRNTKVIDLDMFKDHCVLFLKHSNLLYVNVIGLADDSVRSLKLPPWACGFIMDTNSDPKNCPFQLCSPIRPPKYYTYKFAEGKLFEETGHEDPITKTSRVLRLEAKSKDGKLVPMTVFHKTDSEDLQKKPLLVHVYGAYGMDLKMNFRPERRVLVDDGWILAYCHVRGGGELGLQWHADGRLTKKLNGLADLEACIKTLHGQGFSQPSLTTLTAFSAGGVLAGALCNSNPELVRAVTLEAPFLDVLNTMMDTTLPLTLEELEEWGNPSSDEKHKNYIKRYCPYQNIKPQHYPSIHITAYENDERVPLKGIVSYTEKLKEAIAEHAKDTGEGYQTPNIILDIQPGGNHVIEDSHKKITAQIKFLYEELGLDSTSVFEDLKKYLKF
PAD4 FP inh: human PAD4 inhibitors, primary screen, biochemical, fluorescence polarization, 1536-well format. Protein-arginine deiminase type-4 (Homo sapiens), Q9UM07. recombinant PAD4, RCA probe fluorescence polarization. inhibition, % at 6.36 µM. hit rate 0.41% among 330,000;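 active = percent inhibition above a cutoff equal to the mean of all tested compounds plus 3 SD, cut at about 15% in these data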;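 also: 0% = PAD4 with RCA probe and DMSO and 100% = probe without PAD4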
PAFAH1B2 FP inh: PAFAH1B2 enzyme inhibitors, primary screen, biochemical, fluorescence polarization, human. Platelet-activating factor acetylhydrolase IB subunit alpha2 (Homo sapiens), P68402. inhibition, % at 3.39 µM. recombinant PAFAH1B2, FP-rhodamine activity probe. hit rate 1.2% among 340,000;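 active = inhibition above the mean of all tested compounds plus 3 SD, cut at about 24% in these data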;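 also: 0% = enzyme with DMSO and 100% = wells lacking PAFAH1B2; many of its hits are not listed in these tables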
LYPLA2 counter: LYPLA2 inhibitors, primary screen, counter-screen for PME1 inhibitor project, biochemical, fluorescence polarization, FP-Rh probe ABPP; Acyl-protein thioesterase 2 (Homo sapiens), O95372; recombinant LYPLA2; inhibition, % at 5.9 µM; hit rate 0.38% among 320,000; AID 2177, 2009;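 active = inhibition above the screen-wide mean plus 3 SD, limit set per campaign, cut at about 26% in these data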;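 also: 0% = LYPLA2 with DMSO and 100% = wells lacking LYPLA2 enzyme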
pPAFAH FP inh: pPAFAH enzyme inhibitors, primary screen, biochemical, fluorescence polarization, human; inhibition, % at 3.39 µM; recombinant pPAFAH, FP-rhodamine probe fluorescence polarization; Platelet-activating factor acetylhydrolase (Homo sapiens), Q13093; hit rate 1.5% among 330,000;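 active = inhibition above the mean inhibition across the screen plus 3 SD, cut at about 25% in these data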;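 also: inhibitors block binding of the rhodamine activity-based probe so polarization drops; 0% = enzyme with DMSO and 100% = wells lacking pPAFAH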
Numbers without * were called inactive; nt = no result given. Not all compounds are listed; the hit share may differ from the screen's.

SMILES | GSTO1 counter | LYPLA1 counter | PAFAH2 inh | PAFAH1B3 inh | PREPL inh | PAD4 FP inh | PAFAH1B2 FP inh | LYPLA2 counter | pPAFAH FP inh
Cc1onc(-c2ccccc2)c1NC(=O)N(CCC#N)Cc1cccs1 | -2 | 0 | 3 | 2 | 6 | -1 | -1 | -1 | 1
Cc1c(C(=O)NC(Cc2ccccc2)c2nc3ccccc3[nH]2)cccc1[N+](=O)[O-] (centres undefined) | 5 | 0 | -4 | 1 | 2 | -5 | -1 | -1 | 5
O=C(COc1cccc2c1CCN(Cc1ccc(Br)cc1)C2=O)NCc1ccco1 | 1 | 3 | 6 | 9 | 0 | -1 | 7 | 4 | 2
Cc1cc(Oc2ccc(-c3nnc(-c4ccccc4)o3)cc2[N+](=O)[O-])ccc1Cl | 4 | -2 | -4 | -5 | 0 | 1 | 2 | 3 | 0
CCc1c(C(=O)N/N=C/c2ccc(C)o2)csc1C | -3 | -2 | -4 | 6 | 0 | 2 | 5 | 2 | 0
O=C(NNC(=O)C12CC3CC(CC(C3)C1)C2)c1ccccc1[N+](=O)[O-] | 4 | 1 | 2 | 8 | -2 | -3 | 13 | 0 | 3
CCOC(=O)N1CCN(c2nnc(-c3ccc(C)cc3)c3ccccc23)CC1 | 1 | 4 | -3 | 6 | -36 | -4 | 5 | 11 | 7
Cc1ccc(NC(=S)Nc2cccc3ccccc23)cc1 | 2 | 0 | 0 | 10 | 12 | -13 | 5 | 5 | -3
COc1ccc(CCN=C(N)NS(=O)(=O)c2ccc(OC)c(OC)c2)cc1OC | 6 | 6 | -2 | 7 | -2 | 0 | -1 | 2 | 2
COc1ccc2[nH]c3c(=O)n(CCCCC(=O)NCCN4CCCC4)c(=S)[nH]c3c2c1 | 18 | 3 | 1 | 1 | 10 | -2 | 4 | -2 | 2
O=C(COC(=O)C1CCC1)c1c[nH]c2ccccc12 | 3 | -1 | 2 | 2 | 9 | -6 | 2 | 2 | 3
CC1(C)CN(c2ccc(Br)cc2Br)C1=O | 18 | 0 | -2 | 2 | 3 | 0 | 1 | 3 | 5
O=C(N/N=C/c1ccc(O)c2ncccc12)c1cccc(Br)c1 | -35 | -14 | 13 | 26* | 7 | -7 | 17 | -16 | 27*
CCc1ccccc1N1CSC2=C(C#N)C(c3cc(OC)c(OC)cc3OC)CC(=O)N2C1 (centres undefined) | 33 | -1 | 8 | 8 | 20 | -19 | 2 | -1 | 25*
COc1ccc(CNC(=O)C(=O)NCCCn2ccnc2)cc1 | 1 | -1 | -2 | 8 | -4 | 2 | 3 | 0 | -2
CCN(CC(=O)NCc1ccc(F)cc1)S(=O)(=O)c1ccc(C)cc1 | -7 | 2 | -4 | -4 | -12 | -4 | 8 | -3 | -4
CCC(CC)Nc1ccc(C(CC(N)=O)NC(=O)c2ccccc2)cc1[N+](=O)[O-] (centres undefined) | -12 | 3 | 3 | 5 | 18 | 1 | 4 | -6 | 7
CC(=O)c1c(OCC(=O)O)ccc2c(C)cc(=O)oc12 | 5 | -2 | 12 | -2 | 3 | 2 | 1 | -3 | -1
CC(=O)Nc1ccc(S(=O)(=O)NCCNc2ccccc2[N+](=O)[O-])cc1 | 2 | 8 | -4 | 2 | -3 | 1 | 1 | 12 | 3
Cc1ccccc1NC(=O)CSc1nc(N)c2c3c(sc2n1)CSC(C)(C)C3 | -5 | -6 | -1 | 5 | -1 | -6 | 6 | -6 | 1

Individual results from the entries so far:
For PAFAH1B3 inh, CCc1c(C(=O)N/N=C/c2ccc(C)o2)csc1C is listed with 6
For LYPLA2 counter, Cc1cc(Oc2ccc(-c3nnc(-c4ccccc4)o3)cc2[N+](=O)[O-])ccc1Cl is listed with 3

Returning to the listing; the 6 compounds before the break are reprinted first.
SMILES | GSTO1 counter | LYPLA1 counter | PAFAH2 inh | PAFAH1B3 inh | PREPL inh | PAD4 FP inh | PAFAH1B2 FP inh | LYPLA2 counter | pPAFAH FP inh
COc1ccc(CNC(=O)C(=O)NCCCn2ccnc2)cc1 | 1 | -1 | -2 | 8 | -4 | 2 | 3 | 0 | -2
CCN(CC(=O)NCc1ccc(F)cc1)S(=O)(=O)c1ccc(C)cc1 | -7 | 2 | -4 | -4 | -12 | -4 | 8 | -3 | -4
CCC(CC)Nc1ccc(C(CC(N)=O)NC(=O)c2ccccc2)cc1[N+](=O)[O-] (centres undefined) | -12 | 3 | 3 | 5 | 18 | 1 | 4 | -6 | 7
CC(=O)c1c(OCC(=O)O)ccc2c(C)cc(=O)oc12 | 5 | -2 | 12 | -2 | 3 | 2 | 1 | -3 | -1
CC(=O)Nc1ccc(S(=O)(=O)NCCNc2ccccc2[N+](=O)[O-])cc1 | 2 | 8 | -4 | 2 | -3 | 1 | 1 | 12 | 3
Cc1ccccc1NC(=O)CSc1nc(N)c2c3c(sc2n1)CSC(C)(C)C3 | -5 | -6 | -1 | 5 | -1 | -6 | 6 | -6 | 1
CCOc1c(Cl)cc(/C=C/C(=O)N(CC)CC(=O)NCc2cccs2)cc1OC | 4 | -4 | 7 | 7 | 2 | -2 | 5 | -5 | 2
CN(C)c1ccc(C(=O)n2nnc3ccccc32)cc1 | 5 | 0 | 28 | 3 | 35 | 4 | 5 | 6 | 0
Cn1ncc2c(NNC(=O)c3ccc(O)cc3)ncnc21 | 9 | -1 | 7 | 4 | -3 | 0 | -2 | -2 | -4
Cc1cccc(N2C(=O)c3cccnc3C2=O)c1 | 1 | 0 | -9 | -8 | -1 | -1 | 0 | -4 | 4
CCOC(=O)C1CCN(c2ncnc3c2c(-c2ccccc2)cn3-c2ccccc2)CC1 | 6 | -3 | 1 | 7 | 0 | 1 | 1 | -1 | 13
O=C(C[n+]1ccccc1)N/N=C/c1ccccc1[N+](=O)[O-] | -2 | 1 | 4 | 3 | 1 | -1 | 0 | 0 | -2
CC(=O)NC(Cc1c[nH]c2ccccc12)C(=O)NCc1ccc2c(c1)OCO2 (centres undefined) | 7 | 2 | -1 | 1 | 4 | -4 | -5 | 3 | 1
Cc1ccccc1CSc1ncnc2ccccc12 | -6 | 0 | -2 | 6 | 2 | -5 | 4 | 17 | 32*
O=C(CCC(=O)N1CCCC1)Nc1nnc(C(F)(F)F)s1 | 3 | 0 | 0 | 0 | 7 | -5 | 3 | -6 | -4
CC1(C)CC(=O)c2cnc(NC(=O)CSC(=S)N3CCCCC3)nc2C1 | -4 | 1 | 8 | -6 | 8 | -2 | 7 | -2 | -5
O=C(O)CC(NC(=O)c1cccc(F)c1)c1ccc(OC2CCCC2)cc1 (centres undefined) | 2 | -2 | -6 | 10 | 22 | -7 | -2 | 1 | -2
CCOC(=O)c1cc(OC(=O)c2cccc([N+](=O)[O-])c2)n(-c2ccccc2)n1 | 4 | 0 | 3 | -3 | 0 | -5 | 3 | 2 | 1
Cc1ccccc1NC(=S)N(CCc1c(C)[nH]c2ccc(F)cc12)Cc1ccncc1 | 21 | -2 | 6 | 6 | 20 | -2 | 3 | 4 | 5
Cc1ccc(N(C(C)C(=O)Nc2ccccc2C(=O)N2CCOCC2)S(C)(=O)=O)cc1C (centres undefined) | 5 | 6 | 10 | -9 | 3 | -1 | 5 | 2 | 4
COc1ccc(C(=O)NCC(c2ccc3c(c2)OCO3)N2CCN(c3ccc(OC)cc3)CC2)cc1 (centres undefined) | -5 | 0 | 5 | 6 | 5 | 7 | 0 | -2 | -3
CC1CCCC(C)N1S(=O)(=O)c1ccc(S(=O)(=O)NCCc2ccncc2)cc1 (centres undefined) | 1 | 5 | -2 | -2 | 4 | 2 | 13 | 3 | 2
COc1ccc(/C=N/N2CCOCC2)cc1COc1ccc(F)cc1 | 4 | 1 | -4 | 0 | 3 | -4 | 2 | 3 | 9
Cc1ccc(O)c(-c2cc3ccccc3[nH]2)c1 | 32 | -2 | 5 | 7 | 32 | -1 | 2 | 6 | 14
CCCCC[n+]1ccn(C2=C([O-])c3ccccc3C(=O)/C2=N\S(=O)(=O)c2ccc(Br)cc2)c1 | 47* | 3 | 4 | 6 | 15 | -14 | 7 | 3 | -1
Cc1cccc(S(=O)(=O)Nc2ccc(-c3nc4ccc(C)cc4s3)cc2)c1 | -2 | -29 | -29 | 19 | -19 | 1 | -3 | -28 | 33*
COc1ccc(C=O)cc1CN1CCCN(Cc2ccc(Cl)cc2)S1(=O)=O | 7 | -3 | -3 | 8 | -23 | -7 | 2 | 3 | 7
CC1CCN(c2ccc3nnc(CCC(=O)NCc4ccco4)n3n2)CC1 | 11 | 2 | -10 | 1 | 16 | 0 | 0 | 2 | 5
CC[C@]12c3[nH]c4ccc(Cl)cc4c3CCN1C(=O)[C@@H](CC(=O)NC/C=C(\C)CCC=C(C)C)C[C@@H]2C(=O)N1CCN(C(=O)c2ccco2)CC1 | nt | nt | -4 | -1 | nt | 2 | 2 | nt | 16
Nc1nc(Sc2ccc(C(F)(F)F)cc2[N+](=O)[O-])n[nH]1 | 7 | -1 | 2 | 0 | 6 | 3 | 6 | -5 | -3
Cc1ccc(C)c(NC(=O)CN(C)C(=O)c2cccc(S(=O)(=O)N3CCN(Cc4ccccc4)CC3)c2)c1 | -1 | 0 | -5 | -1 | 19 | -7 | 3 | -3 | 5
N#Cc1cccc(CSc2nnc(CCCO)n2-c2ccccc2)c1 | 9 | 3 | -4 | 4 | 17 | 2 | 1 | 4 | 5
O=C(NC(Cc1ccc(O)cc1)C(=O)O)c1ccc2c(c1)OCO2 (centres undefined) | nt | -3 | -5 | 15 | -2 | 0 | -2 | 0 | 1
COCC(C)NCc1cccc(C)c1 (centres undefined) | -5 | 2 | -10 | -6 | -6 | 3 | 4 | -1 | 3
O=C(CN1CCCCC1)Nc1nc(-c2ccccc2)cs1 | 5 | 1 | -3 | -1 | 6 | -2 | 4 | -1 | 5
CC(C)(C)n1nnnc1C(c1cc2cc3c(cc2[nH]c1=O)OCCO3)N1CCSCC1 (centres undefined) | 0 | 2 | 1 | 0 | 15 | 2 | 2 | 7 | 1
CC(C)Oc1cccc(C(=O)NC(=S)Nc2ccc(N3CCN(C)CC3)cc2)c1 | 7 | 2 | 3 | -2 | 6 | -2 | 3 | 3 | 7
